Screening results as filed in PubChem.
TRHR ag = qHTS for Small Molecule Agonists and Allosteric Enhancers of Human TRH Receptor: Primary Screen for Agonists; activation, % at 2 µM; 0.18% of 360,000 active; Thyrotropin-releasing hormone receptor (Homo sapiens), P34981; TRHR cells, calcium flux fluo-8, FDSS agonist mode; in the data active = activation above about 30%; also: 0% is about no effect
Target sequence (P34981 whole entry, looked up): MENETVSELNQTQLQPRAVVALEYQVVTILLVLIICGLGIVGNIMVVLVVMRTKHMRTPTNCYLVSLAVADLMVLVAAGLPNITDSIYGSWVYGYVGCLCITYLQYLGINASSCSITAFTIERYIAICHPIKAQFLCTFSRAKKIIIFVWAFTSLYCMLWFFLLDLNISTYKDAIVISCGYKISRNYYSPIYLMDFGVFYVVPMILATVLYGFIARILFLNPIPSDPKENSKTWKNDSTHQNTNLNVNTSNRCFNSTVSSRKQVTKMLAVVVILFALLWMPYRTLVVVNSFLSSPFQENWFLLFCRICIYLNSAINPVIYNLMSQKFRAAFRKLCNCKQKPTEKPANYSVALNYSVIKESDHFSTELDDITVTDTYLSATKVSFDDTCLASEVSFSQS
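In this calcium-flux screen, cells bearing human TRHR are dye-loaded with fluo-8, baselined for 10 cycles, then exposed to library compounds; positive kinetic calcium responses during the agonist phase mark hits, with TRH as control.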
USP1-UAF1 inh = Inhibitors of USP1/UAF1: Primary Screen | 0.23% of 390,000 active | Potency, µM (series often up to 57.1 µM), for inactives: top-dose activity change, negative = inhibition, hits mostly inhibitors | recombinant USP1/UAF1, Ub-Rhodamine cleavage fluorescence | AID 743255, 2014 | Ubiquitin carboxyl-terminal hydrolase 1 (Homo sapiens), O94782; also: potency is read from the fitted curve at half-maximal effect; % is scaled to controls: 0 for no effect and ±100 for the full control effect; nearly all actives have a fitted effect of over 60% in size; inactives centre near -12
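USP1/UAF1 complex at 1 nM was preincubated with compound for 15 min at room temperature, then Ub-Rho substrate (150nM final) was added. Fluorescence (480/540 nm) was read kinetically, 6 reads every 60 seconds.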
PI4K2A block = qHTS for small molecular inhibitors of PI4K2A; activity change, negative = inhibition, % at 76.9 µM; Phosphatidylinositol 4-kinase type 2-alpha (Homo sapiens), Q9BTU6; AID 1346378, 2018; 0.13% of 420,000 active; purified PI4K2A, ADP-Glo luminescence, 1 h; hits give low values; in the data active = activity change below about -50%; inconclusive = mostly about -30% to -49%;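 also: -100% = wells without enzyme as full effect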
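PI4K2A activity was measured by ADP-Glo luminescence: enzyme (4 ug/mL stock) and phosphatidylinositol (1.2 mM stock) in Tris pH 7.5/MgCl2/EGTA/Triton X-100 buffer were reacted with ATP (300 microM stock) for one hour at ambient temperature.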
TrxR1 substrate = qHTS Assay for Substrates of Mammalian Selenoprotein Thioredoxin Reductase 1 (TrxR1): qHTS. 0.01% of 390,000 active. purified TrxR1 substrate turnover, NADPH consumption readout. Potency, µM (doses to about 114 µM), for inactives: top-dose activity change, negative = substrate turnover; also: potency is read from the fitted curve at half-maximal effect; % is scaled to controls: 0 for no effect and ±100 for the full control effect; nearly all actives have a fitted effect of over 50% in size
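Rat TrxR1, dispensed at 90 nM, was prereduced with 400 uM NADPH (final) for 5 min at ~22 deg C, then incubated with compound 15 min before 400 uM selenite. A first-read NADPH fluorescence drop versus no-compound background flagged substrates.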
rTrxR1 inhibitor = qHTS Assay for Inhibitors of Mammalian Selenoprotein Thioredoxin Reductase 1 (TrxR1): qHTS; recombinant rTrxR1, NADPH fluorescence consumption, selenite substrate; AID 588453, 2011; 1% of 390,000 active; Potency, µM (series often up to 114 µM), inactives show at the top dose activity change, negative = inhibition, usual class: inhibitors; also: potency is read from the fitted curve at half-maximal effect; % is scaled to controls: 0 for no effect and ±100 for the full control effect; nearly all actives have a fitted effect of over 65% in size
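Rat TrxR1 (90 nM in the dispensed reagent) was pre-reduced with 400 uM NADPH for 5 min at room temperature, then incubated with compound for 15 min. After 400 uM selenite was added, NADPH fluorescence (Ex 340/Em 450 nm) was followed for 8 min.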
IDH1 R132H inh = qHTS for Inhibitors of mutant isocitrate dehydrogenase 1 (IDH1): qHTS; Isocitrate dehydrogenase [NADP] cytoplasmic (Homo sapiens), O75874; IDH1-R132H enzyme, NADPH consumption, diaphorase/resazurin fluorescence; Potency, µM (series often up to 76.6 µM), without a hit: at the highest dose activity change, negative = inhibition, hits mostly inhibitors; 0.093% of 390,000 active; AID 602179, 2012; also: potency is read from the fitted curve at half-maximal effect; % is scaled to controls: 0 for no effect and ±100 for the full control effect; nearly all actives have a fitted effect of over 65% in size
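IDH1-R132H (0.5 ug/mL dispensed) in pH 7.5 Tris buffer was preincubated 30 min with compound, then given a substrate mix of 0.016 mM NADPH and 2 mM alpha-KG for 80 min at room temperature; remaining NADPH was read by diaphorase/resazurin fluorescence.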
TRHR PAM = qHTS for Small Molecule Agonists and Allosteric Enhancers of Human TRH Receptor: Primary Screen for Enhancers | TRHR cells, fluo-8 calcium fluorescence, EC20 TRH enhancement | 0.66% of 360,000 active | AID 493056, 2011 | Thyrotropin-releasing hormone receptor (Homo sapiens), P34981 | enhancement, % at 2 µM; in the data active = enhancement above about 30%; also: 0% is about no effect
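TRHR-expressing cells loaded with fluo-8 calcium dye were read kinetically (ex 480/em 530) during compound addition, then stimulated with an EC20 of TRH (10 nM final). Enhancement of the Gq-mediated intracellular calcium response was scored.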
D2 antagonist = HTS Assay for Allosteric Antagonists of the Human D2 Dopamine Receptor: Primary Screen for Antagonists. HEK293 TREx D2 cells, calcium flux, dopamine EC80. inhibition, % at 10 µM. 2% of 340,000 active; in the data active = inhibition above about 30%; also: 0% is about no effect
Target sequence (P14416 whole entry, looked up): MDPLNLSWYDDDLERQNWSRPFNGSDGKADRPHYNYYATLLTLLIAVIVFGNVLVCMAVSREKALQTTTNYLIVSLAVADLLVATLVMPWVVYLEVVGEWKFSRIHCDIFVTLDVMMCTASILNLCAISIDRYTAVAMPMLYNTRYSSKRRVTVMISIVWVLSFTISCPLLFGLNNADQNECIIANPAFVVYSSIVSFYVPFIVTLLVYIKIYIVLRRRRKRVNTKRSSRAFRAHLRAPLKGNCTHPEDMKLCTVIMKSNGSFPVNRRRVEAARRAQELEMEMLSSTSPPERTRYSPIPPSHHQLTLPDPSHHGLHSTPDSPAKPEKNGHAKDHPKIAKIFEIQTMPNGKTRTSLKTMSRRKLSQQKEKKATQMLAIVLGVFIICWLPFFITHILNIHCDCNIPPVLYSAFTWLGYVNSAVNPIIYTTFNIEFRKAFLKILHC
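Cells plated overnight at 30 C with tetracycline; no-wash calcium dye, 30–90 min RT; 10 s baseline; compound pinned; 180 s read; EC80 dopamine added; another 180 s read.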
D2 agonist = HTS Assay for Allosteric Agonists of the Human D2 Dopamine Receptor: Primary Screen for Agonists | AID 485358, 2010 | HEK293 T-REx D2 cells, calcium flux agonist mode | 0.53% of 340,000 active | activation, % at 2 µM;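 active = activation over 3 SD above normal in the single-dose calcium agonist read, cut at about 30% in these data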; also: 0% is about no effect
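Tetracycline-induced HEK293 Trex cells with D2 receptor force-coupled to calcium signaling, plated overnight at 30 C and loaded with no-wash calcium dye. Calcium flux read kinetically for 180 s after compound addition; responses flag agonists.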
The depositor's hits bear a star; ? = inconclusive; nt = no result given; [ ] = dose if it differs, or a comment. Unless noted, calls follow the shape of the dose curve; as a rule, active = well fitted inhibition curve with a large enough effect; inconclusive = small, poorly fitted or top-dose-only effect; inactive = no such curve, though single readings can be large or run the other way.

nr | SMILES | TRHR ag | USP1-UAF1 inh | PI4K2A block | TrxR1 substrate | rTrxR1 inhibitor | IDH1 R132H inh | TRHR PAM | D2 antagonist | D2 agonist
1 | CCOC(=O)c1cc(-c2ccccc2)sc1NC(=O)CN1C(=O)NC(CC)(c2ccccc2)C1=O (stereo unspecified) | 0.9 | -12% | 0 | 10% | -11% | -4% | 2 | -2 | 0.5
2 | CC(C(=O)NCCc1ccc(Cl)cc1)n1c(=O)c2cccn2c2cccnc21 (stereo unspecified) | 0.9 | -20% | -3 | 4% | 23% | 12% | -8 | -8 | 0.4
3 | Cn1nnnc1Sc1ncnc2scc(-c3cccc(C(F)(F)F)c3)c12 | -1.8 | nt | -1 | 8% | -9% | nt | 0 | nt | nt
4 | COc1cccc(NC(=O)C2CCC(CNS(=O)(=O)c3csc(C(N)=O)c3)CC2)c1 (stereo unspecified) | 0.2 | -24% | -66* | 3%[57.1 µM] | 18%[57.1 µM] | 0% | -4 | nt | 0.3
5 | Fc1cccc(NCc2cccn2-c2nnc(N3CCOCC3)s2)c1 | -0.9 | -28% | -2 | 3% | 18% | 2% | 8 | nt | -0.2
6 | c1ccc(-c2nc(N3CCCCCC3)c3ccccc3n2)nc1 | -0.5 | -14% | -9 | 4%[57.1 µM] | 8%[57.1 µM] | 2% | -4 | -36 | -0.5
7 | O=C(c1ccco1)N1CCN(c2ccc(S(=O)(=O)N3CCCC3)cc2)CC1 | -1.5 | -13% | -3 | -1% | -6% | 5% | 24 | 10 | 0.3
8 | COc1ccc(C(=O)NCC(c2cccnc2)N2CCc3ccccc3C2)cc1OC (stereo unspecified) | 0.5 | -5% | 2 | -3% | 7% | 0% | -2 | nt | -0.1
9 | c1cncc(CSc2ccc(-c3ccc4c(c3)OCO4)nn2)c1 | -1.4 | -13% | 3 | -3% | 1% | 15% | 2 | -10 | -1.2
10 | CN1C(=O)Cc2cc(S(=O)(=O)NCc3c(F)cccc3Cl)ccc21 | 0.1 | -16% | 3 | 6% | 24% | 0% | 2 | -3 | 8.4
11 | CC(C)Nc1c([N+](=O)[O-])c(=O)oc2ccccc12 | 0.0 | -20% | -1 | -18%[57.1 µM] | 14%[57.1 µM] | 3% | -5 | 10 | 0.0
12 | COc1ccc(C(=O)c2ccc(N3CCOCC3)cc2)c(OC)c1 | -0.2 | -3% | -1 | -3% | -13% | 3% | -7 | -14 | -0.4
13 | COc1ccc(-c2noc(CSc3nnc(-c4ccncc4)n3-c3ccccc3)n2)cc1 | 0.3 | -21% | 1 | -2% | 4% | -12% | -8 | nt | 1.9
14 | O=c1cc(CO)occ1OCc1cccc(C(F)(F)F)c1 | 0.3 | -23% | -6 | 4% | 6% | -3% | 6 | -12 | 0.1
15 | O=C(c1cc2ccc3cccnc3c2[nH]1)N1CCN(c2ccc(Cl)cc2)CC1 | 0.7 | -10% | -3 | 0% | 4% | 8% | 6 | nt | 0.5

Continued (six carried over from the part before).
nr | SMILES | TRHR ag | USP1-UAF1 inh | PI4K2A block | TrxR1 substrate | rTrxR1 inhibitor | IDH1 R132H inh | TRHR PAM | D2 antagonist | D2 agonist
10 | CN1C(=O)Cc2cc(S(=O)(=O)NCc3c(F)cccc3Cl)ccc21 | 0.1 | -16% | 3 | 6% | 24% | 0% | 2 | -3 | 8.4
11 | CC(C)Nc1c([N+](=O)[O-])c(=O)oc2ccccc12 | 0.0 | -20% | -1 | -18%[57.1 µM] | 14%[57.1 µM] | 3% | -5 | 10 | 0.0
12 | COc1ccc(C(=O)c2ccc(N3CCOCC3)cc2)c(OC)c1 | -0.2 | -3% | -1 | -3% | -13% | 3% | -7 | -14 | -0.4
13 | COc1ccc(-c2noc(CSc3nnc(-c4ccncc4)n3-c3ccccc3)n2)cc1 | 0.3 | -21% | 1 | -2% | 4% | -12% | -8 | nt | 1.9
14 | O=c1cc(CO)occ1OCc1cccc(C(F)(F)F)c1 | 0.3 | -23% | -6 | 4% | 6% | -3% | 6 | -12 | 0.1
15 | O=C(c1cc2ccc3cccnc3c2[nH]1)N1CCN(c2ccc(Cl)cc2)CC1 | 0.7 | -10% | -3 | 0% | 4% | 8% | 6 | nt | 0.5
16 | O=C(c1cc2ccccc2cc1O)N1CCCC1 | 0.2 | -7% | 3 | -5% | -2% | -14% | -4 | 2 | 0.2
17 | CCCCn1nnnc1NCc1ccc(C)s1 | -0.4 | 1% | 1 | 2%[57.1 µM] | 9% | 3% | 1 | 1 | 1.4
18 | CCc1c(C)n2nc(C)cc2[nH]c1=O | 0.9 | -20% | -1 | 69%[activator] | 39%[activator] | 1% | 3 | -23 | -0.2
19 | COc1ccc(S(=O)(=O)Nc2ccc3c(c2)C(=O)N([C@H](C)CO)C[C@H](C)[C@@H](CN(C)C(=O)Nc2ccccc2)O3)cc1 | nt | -26% | 5 | -1%[57.1 µM] | 4%[57.1 µM] | -7% | nt | nt | nt
20 | CCN(Cc1ccncc1)C(=O)CSc1ccc2ccccc2c1 | -0.3 | -26% | 1 | 9% | 38%[activator] | 0% | -10 | 2 | 0.4
21 | COc1ccc(CNC(=O)[C@@H](NC(=O)C2CCN(S(=O)(=O)c3ccccc3)CC2)C(C)C)cc1 | -0.2 | -29% | 7 | 1% | 12% | -6% | -1 | 2 | 0.8
22 | O=C(NCCCn1ccnc1)c1cccc(Br)c1 | 0.6 | -1% | -2 | -9% | -7% | 8% | 4 | nt | nt
23 | CC1CC(C)CN(C(=O)COC(=O)c2ccc3c(c2)OCO3)C1 (stereo unspecified) | 0.2 | 0% | 4 | -1% | -6% | 5% | -3 | -1 | 0.0
24 | O=C(CCCNC(=O)c1ccc(Cl)cc1)NCc1ccccc1Cl | -1.5 | -19% | 1 | -3% | 3% | -14% | -4 | -3 | -2.2
25 | O=C(NCCCN1CCOCC1)c1ccc2c(=O)n(Cc3ccc(Cl)cc3)c(=S)[nH]c2c1 | 1.1 | -21% | -3 | -5% | -27% | 7% | -6 | nt | nt
26 | Cc1c(NC(=O)COC(=O)/C=C/c2ccc(Cl)cc2)c(=O)n(-c2ccccc2)n1C | -0.5 | -2% | -4 | 2% | 28%[57.1 µM] | 2% | 0 | 7 | -0.4
27 | COCCN(C(=O)CSc1nnc(-c2cccc(F)c2)n1N)c1c(N)n(Cc2ccccc2)c(=O)[nH]c1=O | 0.7 | -23% | -3 | 4% | 3% | 4% | 2 | 24 | 0.3
28 | Cc1ccc(N(C(=O)Cc2cccs2)C2C=CS(=O)(=O)C2)cc1Cl (stereo unspecified) | -0.2 | -17% | -1 | 3% | 22% | 8% | 4 | 3 | 0.3
29 | COC(=O)c1cn(NC(=O)C2CCC(C(C)(C)C)CC2)c(=O)c2ccccc12 (stereo unspecified) | 0.9 | -11% | -9 | 4% | 13% | 6% | 0 | -3 | 0.1
30 | CS(=O)(=O)C1=NSC2=NC(=O)/C(=C\c3cccn3-c3ccc(Cl)cc3)C(=N)N21 | 0.3 | -4% | -7 | -6% | -20% | -4% | -5 | -9 | -1.8

31) O=C(CCn1c(=S)oc2ccccc21)Nc1cccc(O)c1
32) Cc1ccc(Cn2c(C)c3cnn(CC(=O)NCCN4CCOCC4)c(=O)c3c2C)cc1
33) CCOC(=O)C1=C(N)c2ccccc2CC1C(C)C (stereo unspecified)
34) CSCCC(Nc1ccc(S(=O)(=O)N2CCOCC2)cc1[N+](=O)[O-])C(=O)OCC(=O)NCC(C)C (stereo unspecified)
35) COc1cc(/C=N/NC(=O)Cc2csc(C)n2)ccc1OCC(C)C
36) O=C(NCc1ccccn1)c1ccc(Cl)c(S(=O)(=O)NCc2ccccc2)c1
37) CC(C)c1ccc(S(=O)(=O)N2CCN(C(=O)C3CCCCC3)CC2)cc1
38) COC(=O)c1cc(C#N)c(Oc2ccc(OC)cc2)nc1C
39) CC(C)CCN1CCC(CN2C(=S)NC[C@@H]2Cc2ccccc2)CC1
40) CC(C)CN(C(=O)COC(=O)CCC(=O)c1ccc(Cl)cc1)c1c(N)n(Cc2ccccc2)c(=O)[nH]c1=O
41) CCCCN(C(=O)Cc1cccs1)c1nnc(-c2cccnc2)s1

| Screen / compound no. | 31 | 32 | 33 | 34 | 35 | 36 | 37 | 38 | 39 | 40 | 41 |
| --- | --- | --- | --- | --- | --- | --- | --- | --- | --- | --- | --- |
| TRHR ag | -0.6 | nt | -0.2 | 0.0 | -0.7 | 0.1 | -0.6 | 0.6 | nt | -0.7 | -0.1 |
| USP1-UAF1 inh | ? | -20% | -14% | -22% | -15% | -20% | -21% | -7% | -15% | 3% | -2% |
| PI4K2A block | 8 | 2 | -8 | -3 | 4 | -1 | 2 | 2 | 1 | -4 | -4 |
| TrxR1 substrate | 2% | 10%[57.1 µM] | -6% | -6% | -7% | 0% | -2% | -12% | 0% | -3%[57.1 µM] | -3% |
| rTrxR1 inhibitor | 11% | 12%[57.1 µM] | 4%[57.1 µM] | 1% | 5% | 15% | 17% | 18%[57.1 µM] | 6% | -5%[57.1 µM] | 2% |
| IDH1 R132H inh | 2% | -5% | 4% | 6% | 18% | 1% | 0% | -1% | -5% | -2% | 0% |
| TRHR PAM | 1 | nt | 1 | -5 | 1 | 5 | -24 | -7 | nt | 14 | -2 |
| D2 antagonist | 5 | nt | -12 | nt | -10 | -6 | 7 | 6 | nt | 2 | -20 |
| D2 agonist | -0.5 | nt | 0.2 | nt | -2.2 | 0.3 | -0.8 | 0.3 | nt | 0.4 | 0.5 |
